PG9 binder – binders of HIV-1 gp120 antibody PG9, primary screen, biochemical, TR-FRET; TR-FRET gp120-PG9 antibody binding; inhibition, % at 6.7 µM; hit rate 0.43% among 360,000; AID 624416, 2012; in the data active means inhibition above about 8.5%
SMARCA2 activ – SMARCA2 (BRM) function activators, primary screen, cell-based, luminescence, high throughput; hit rate 1% among 370,000; AID 652017, 2013; MG213 cells, MMTV-luciferase reporter, dexamethasone, overnight; activation, % at 9.1 µM; in the data active means activation above about 7.8%;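 further: 0% = vehicle wells and 100% = reference activator wells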
ADAM17 inh – ADAM17 inhibitors, primary screen, biochemical, QFRET | Disintegrin and metalloproteinase domain-containing protein 17 (Homo sapiens), P78536 | recombinant ADAM17, EDANS/DABCYL FRET peptide cleavage | inhibition, % at 6.95 µM | hit rate 0.83% among 370,000 | AID 720648, 2013;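 active means inhibition above the mean of compounds lying between control limits plus 3 SD, set per campaign, cut at about 8.5% in these data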;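 further: 0% = DMSO-only wells as the low control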
Target sequence (P78536 215-824 limits assumed): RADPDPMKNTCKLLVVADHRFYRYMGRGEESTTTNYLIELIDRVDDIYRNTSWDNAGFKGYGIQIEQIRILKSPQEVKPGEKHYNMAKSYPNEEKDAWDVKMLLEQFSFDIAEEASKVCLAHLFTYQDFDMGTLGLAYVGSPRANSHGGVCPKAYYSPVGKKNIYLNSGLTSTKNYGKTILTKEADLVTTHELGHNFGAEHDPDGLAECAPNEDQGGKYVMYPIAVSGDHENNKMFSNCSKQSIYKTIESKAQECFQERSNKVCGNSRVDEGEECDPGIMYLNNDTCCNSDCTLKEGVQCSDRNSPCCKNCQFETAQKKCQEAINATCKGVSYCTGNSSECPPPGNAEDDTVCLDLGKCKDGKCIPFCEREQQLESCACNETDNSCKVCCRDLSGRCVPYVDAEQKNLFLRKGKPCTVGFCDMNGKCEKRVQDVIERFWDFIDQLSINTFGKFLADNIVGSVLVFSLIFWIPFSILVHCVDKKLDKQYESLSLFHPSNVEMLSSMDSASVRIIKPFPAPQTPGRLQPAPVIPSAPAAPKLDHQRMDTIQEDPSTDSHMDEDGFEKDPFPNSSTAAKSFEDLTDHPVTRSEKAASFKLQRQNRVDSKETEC
hcDAF-12 act – H. contortus DAF-12 nuclear receptor activators, primary screen, cell-based, luminescence, HEK293, lit1-tk-luc reporter; HEK293 hcDAF-12 lit1-tk-luc reporter; 0% DMSO, 100% Δ7-dafachronic acid; activation, % at 6.8 µM; hit rate 1.4% among 370,000; AID 652067, 2013;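 active means activation above the mean of all tested compounds plus 3 SD, cut at about 5.5% in these data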;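 further: 100% = response to 3 µM Δ7-dafachronic acid high control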
ssDAF-12 act – S. stercoralis DAF-12 nuclear receptor activators, primary screen, cell-based, luminescence, HEK293, GRIP1 co-expression, lit1-tk-luc. Nuclear hormone receptor DAF-12 (Strongyloides stercoralis). HEK293 ssDAF-12/GRIP1 lit1-tk-luc reporter; % of 3 µM dafachronic acid response. activation, % at 6.8 µM. hit rate 1% among 370,000. AID 652126, 2013;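 active means activation above the mean over all tested compounds plus 3 SD, cut at about 0.9% in these data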;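 further: 0% = DMSO-only wells and 100% = 3 µM delta7-dafachronic acid wells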
ADAM10 inh – human ADAM10 inhibitors, primary screen, biochemical, QFRET, HTS. Disintegrin and metalloproteinase domain-containing protein 10 (Homo sapiens), O14672. recombinant ADAM10, EDANS/DABCYL FRET peptide cleavage, 3 h. inhibition, % at 7 µM. hit rate 0.62% among 370,000. AID 720582, 2013;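 active means inhibition above a per-campaign cutoff equal to the mean of compounds falling between control-based bounds plus 3 SD, cut at about 20% in these data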;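 further: 0% = DMSO wells while the 100% control is not disclosed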
FXN GAA850 act – FXN promoter activators, primary screen, cell-based, luciferase luminescence, HEK293 lucGAA850. HEK293 lucGAA850 FXN promoter luciferase reporter, 24 h; percent of 10 µM SAHA response. activation, % at 6 µM. hit rate 0.56% among 360,000;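 active means activation above the average of all compounds screened plus 3 SD, cutoff fixed separately per campaign, cut at about 7.5% in these data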;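 further: 0% = DMSO wells and 100% = 10 µM SAHA wells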
DAX1 inh-1 – DAX1 (NR0B1) inhibitors, primary screen, cell-based, HEK293, Gal4-DAX1, luciferase luminescence; Nuclear receptor subfamily 0 group B member 1 (Homo sapiens), P51843; hit rate 0.99% among 340,000; AID 504766, 2011; HEK293 Gal4-DAX1 luciferase reporter; inhibition, % at 6.75 µM;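 active means inhibition above the mean over all tested compounds plus 3 SD, cut at about 4.2% in these data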;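 further: 0% = DAX1-transfected cells with DMSO and 100% = empty-vector control cells with DMSO; inhibition shows as a rise in luminescence from relieved DAX1 repression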
Target sequence (P51843 207-470 limits assumed): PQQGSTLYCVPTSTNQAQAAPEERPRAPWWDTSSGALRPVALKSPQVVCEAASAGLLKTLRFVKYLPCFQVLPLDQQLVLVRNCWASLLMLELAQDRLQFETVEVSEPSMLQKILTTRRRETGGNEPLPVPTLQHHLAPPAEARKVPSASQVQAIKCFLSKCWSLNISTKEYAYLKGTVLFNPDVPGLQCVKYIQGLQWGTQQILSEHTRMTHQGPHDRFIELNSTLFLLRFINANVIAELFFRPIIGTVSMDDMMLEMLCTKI
GC-A act – GC-A stimulated cGMP production enhancers – HEK293 GC-A cells, cGMP TR-FRET, EC30 ANP, primary screen; 0% at EC30 ANP, 100% saturating ANP; hit rate 0.14% among 370,000; activation, % at 10 µM; AID 1671463, 2021; in the data active means activation above about 40%
hgDAF-12 ag – H. glycines DAF-12 receptor agonists, primary screen, cell-based, luminescence, HEK293, GAL4 fusion, UAS-luciferase; HEK293 GAL4-hgDAF12 UAS-luciferase reporter, agonist luminescence; normalized to butyrate control; activation, % at 6.8 µM; hit rate 1.8% among 370,000;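 active means activation above a cutoff set at the mean of all screened compounds plus 3 SD, cut at about 10% in these data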;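 further: 0% = DMSO wells and 100% = sodium butyrate wells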
DAX1 inh-2 – DAX1 (NR0B1) inhibitors on StAR promoter, primary screen, cell-based, luminescence, SF-1 (NR5A1), full-length DAX-1 | hit rate 1.1% among 370,000 | AID 652010, 2013 | inhibition, % at 6.8 µM | HEK293T StAR-luciferase reporter, SF-1/DAX-1 repression relief;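 active means inhibition above the mean over all tested compounds plus 3 SD, cut at about 3.6% in these data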;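 further: 0% = DAX-1 cells with DMSO and 100% = cells lacking DAX-1 with DMSO; higher inhibition means more luminescence from relief of DAX-1 repression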
Active calls of the source: *; i = inactive; . = not tested or not shown.

SMILES	PG9 binder	SMARCA2 activ	ADAM17 inh	hcDAF-12 act	ssDAF-12 act	ADAM10 inh	FXN GAA850 act	DAX1 inh-1	GC-A act	hgDAF-12 ag	DAX1 inh-2
O=c1oc2ccccc2cc1C1=Nn2c(nnc2-c2cccnc2)SC1	-0.6	-5	-6	1.2	-0.8	0	1.2	1.4	-8	2.1	0.1
CC1(c2nnc(-c3cccc(Cl)c3)o2)CC(c2ccccc2)=NO1 (stereo not given)	-1.1	1	-3	0.1	-0.9	-2	2.1	-0.3	2	1.0	0.3
CC(NC(=O)CN1C(=O)NC2(CCc3ccccc32)C1=O)c1ccccc1 (stereo not given)	-2.6	-3	-6	-0.4	-1.2	-8	-0.5	-0.5	-3	0.2	0.4
Cc1c(Cc2ccccc2)sc(NC(=O)C(C)(C)C)c1C(N)=O	0.2	-1	-1	-2.5	-1.9	4	1.1	-0.1	4	-0.2	-0.6
COc1ccc(NC(=O)c2oc3ccccc3c2NC(=O)c2ccco2)cc1	-1.5	-4	-3	-0.3	-1.6	3	-4.2	-1.3	2	-0.1	-0.3
Cc1cc(NC(=O)COC(=O)C2CC(=O)N(c3ccc(C)c(Cl)c3)C2)no1 (stereo not given)	0.8	-3	-3	-0.4	-1.1	-6	1.6	0.4	-1	-0.8	0.1
O=C(NCCO)/C(=C\c1ccco1)NC(=O)c1cccs1	-3.0	-2	-2	0.1	-0.4	8	0.8	0.1	5	-2.2	0.5
COc1ccc(S(=O)(=O)N2CCCCC2)cc1NC(=O)c1cc([N+](=O)[O-])ccc1N1CCOCC1	-1.5	-2	-2	-0.5	-1.1	-9	4.5	2.4	-3	0.7	-0.7
COc1cccc(OC)c1C(=O)Nc1nnc(C(C)C)s1	-1.7	-1	-2	-0.9	-0.9	0	1.7	0.1	0	-2.3	-0.2
O=C(CCCn1c(=S)[nH]c2cc3c(cc2c1=O)OCO3)N1CCN(c2ccccn2)CC1	-1.1	2	0	-0.9	-0.8	2	-2.6	0.7	-6	0.8	-0.7
COC(=O)c1cccc(S(=O)(=O)N2CCCCC2)c1	2.0	-3	-5	-0.5	-0.7	-4	1.7	-0.6	2	-3.3	1.1
CCCN1C(=O)c2ccccc2NC1c1ccc(Cl)cc1 (stereo not given)	-1.1	-1	-333	-1.9	-1.1	i	-0.5	2.7	-25	-2.1	-0.4
Cc1cccc(C)c1NC(=S)N1CCC(N(C)CC2CCCO2)CC1 (stereo not given)	1.1	-1	-2	2.8	-1.3	4	1.4	1.4	6	0.4	-0.4
Cc1cc(O)c(NC(=S)NC(=O)c2ccc(-c3ccc(Cl)cc3)o2)cc1C	-2.2	1	-31	-0.2	-0.9	-62	-1.2	0.3	-2	3.0	0.2
CCOc1ccc(C(c2c(NC(=O)c3ccccc3)sc(C)c2C)N2CCN(C)CC2)cc1 (stereo not given)	0.9	-5	0	0.3	-0.3	-17	-0.3	-0.1	-24	3.0	-0.1
Cc1ccccc1NC(=O)c1cccc2nccnc12	1.5	-1	2	1.0	-0.1	8	3.5	0.8	-1	1.8	-0.5
CC(C)CCNC(=O)C(Cc1ccccc1)NS(=O)(=O)c1ccc2c(c1)c(=O)n(C)c(=O)n2C (stereo not given)	0.0	3	0	0.1	-1.6	-2	-0.2	0.4	-6	0.7	0.1
COc1cc(/C=C(/Sc2nnc(-c3ccc(F)cc3)o2)C(=O)O)ccc1OC(F)F	-1.4	-2	1	-3.4	-1.2	-5	0.6	1.1	1	-1.1	-0.2
Cc1ccc(S(=O)(=O)N(C)C)cc1NC(=O)COC(=O)CCCOc1ccccc1	-1.0	0	1	1.3	-0.5	3	-0.7	0.0	0	0.3	-0.4
COc1ccccc1NC(=O)NC1(C(=O)N2CCC(O)CC2)CCCCC1	-2.1	3	-1	-1.5	-1.2	-2	0.1	1.2	3	1.0	-0.8
Cc1ccc(-c2nnn(CC(=O)N(CCN3CCOCC3)C(C(=O)NC(C)(C)C)c3ccc(C)o3)n2)cc1 (stereo not given)	-1.5	2	-4	-1.6	-1.6	-3	-1.0	-0.1	0	4.9	-0.5
CC(C)(C)NC(=O)CC1C[C@H](C(=O)N2CCOCC2)[C@@]2(C)c3[nH]c4ccccc4c3CCN2C1=O (stereo not given in full)	-2.1	-3	-4	-1.5	-0.4	-6	0.9	-0.6	6	1.8	-0.1
O=C1c2ccccc2C(=O)N1OCc1ccccc1[N+](=O)[O-]	1.1	-7	3	-1.7	-0.5	11	3.8	0.3	1	-1.4	0.4
CC1(C)CC(=O)C2=C(C1)OC(N)=C(C#N)[C@@H]2c1ccccc1[N+](=O)[O-]	-0.5	-5	-66	1.9	1.5*	-252	-0.6	0.3	-6	4.1	-0.3
Cc1onc(-c2ccccc2Cl)c1C(=O)NC(=S)Nc1ccccc1F	-1.9	-1	1	-0.5	-2.0	8	3.8	-2.0	0	1.1	-0.5
CCCCOc1ccc(CSC(=N)N)cc1Cl	0.4	-1	-4	0.1	-1.0	-2	0.6	0.0	10	1.1	-1.2
COCCN(C(=O)COC(=O)c1c(-c2ccccc2)noc1C)c1c(N)n(Cc2ccccc2)c(=O)[nH]c1=O	1.5	-1	-5	-1.9	-0.2	-7	-6.6	-0.1	-1	-1.8	0.3
COc1ccc2cc(C(c3nnnn3CCc3ccccc3)N3CCCC(C)C3)c(=O)[nH]c2c1 (stereo not given)	-1.6	2	-20	0.7	-1.4	-54	-1.0	0.1	-1	-1.0	0.1
CCOc1ccc(NC(=O)CSc2nc3ccccc3nc2N2CC(C)OC(C)C2)cc1 (stereo not given)	1.1	2	1	-0.9	-0.7	0	1.3	1.3	-1	-0.7	0.5
O=C(Cc1cccs1)Nc1cccc(-c2nc3ccccc3o2)c1	1.7	0	-1	-2.8	-1.5	1	0.4	1.0	7	-1.4	-0.3
O=C1c2ccccc2NC(c2cccnc2)N1c1ccccc1F (stereo not given)	-2.0	0	-377	-1.4	-0.8	i	-0.1	0.3	-7	0.3	-0.7
OCC(O)C1OC(c2ccccc2)OC(CO)C1O (stereo not given)	1.9	-1	-4	-0.1	-0.6	-7	0.9	-0.2	2	0.7	0.4
COc1ccc(CNC(=O)c2cnc3cc(C)ccn3c2=O)cc1	-0.2	1	-17	-1.7	-1.4	-68	0.9	-0.3	3	2.0	1.6
Cc1ccc(N2C(=O)C3CCCN3C2=S)c(C)c1 (stereo not given)	0.4	4	-2	-1.7	0.0	1	-0.5	0.3	-1	2.3	-1.4
COc1ccc(NC(=O)c2nn(C)c(C(=O)Nc3ccc(OC)cc3)c2[N+](=O)[O-])cc1	-0.9	-1	-2	-0.1	-1.3	6	0.4	0.7	-2	-2.4	0.1
Cc1cc(=O)[nH]c2c1c(C)nn2C(C)(C)C	-0.5	3	-3	-0.4	-1.6	8	0.9	2.2	2	1.6	0.1
CC(C)(C)n1nc2c(c1NC(=O)c1ccc(Cl)c([N+](=O)[O-])c1)CS(=O)(=O)C2	2.1	2	-2	0.5	-0.7	1	-1.0	0.2	11	3.2	0.2
CC(C)(C)S(=O)(=O)N1C[C@@H]2CC/C=C\C/C=C\2[C@H]1CCO	0.6	-4	2	0.9	-1.1	-3	0.0	0.9	1	0.4	-1.3
COc1ccc(NC(=O)CS(=O)CC(=O)Nc2ccc(-n3cnnn3)c(C)c2)cc1 (stereo not given)	-2.3	5	-4	1.9	-0.5	-1	0.9	-0.4	0	-0.3	-0.2
O=C(NNc1ncnc2c1cnn2-c1ccc(F)cc1)c1cccs1	0.3	-1	-1	-2.1	-1.4	-5	-0.2	0.2	14	0.9	0.2
COC(=O)C1=C(C)N(CC2CC2)C(=O)N[C@H]1c1ccc(Br)cc1	-0.7	-1	-5	1.2	-1.5	0	.	.	-8	-2.2	-0.5
O=C(O)CCC(=O)Nc1nc2nccc(-c3ccccc3)n2n1	0.5	0	-101	0.8	-1.2	-282	1.9	4.8*	1	0.1	-0.1
Cn1c(/C(C#N)=C(\O)c2ccc([N+](=O)[O-])cc2)nc2ccccc21	-1.2	1	0	4.7	-0.3	-8	2.0	0.2	-1	0.1	0.0
CCOC(=O)C(=O)NCC(c1cccs1)S(=O)(=O)c1ccc(C)cc1 (stereo not given)	1.4	-2	2	0.1	-0.9	-4	0.3	1.1	3	-2.0	0.1
N#Cc1c(SCC(=O)Nc2nccs2)sc2c(O)cc(=O)[nH]c12	3.8	-2	-7	0.8	-0.9	-11	2.2	2.3	-2	0.9	0.2
O=c1c2ccccc2nc2n1CC/C2=C\N1CCN(c2ccc([N+](=O)[O-])cc2)CC1	-0.9	-1	-5	1.5	-1.3	-10	4.2	2.2	5	3.2	-0.7
C[C@H](CO)N1C[C@H](C)[C@@H](CN(C)S(=O)(=O)c2cccs2)Oc2ccc(NS(=O)(=O)c3ccccc3)cc2CC1=O	1.6	1	0	-1.6	-0.5	-9	0.1	-2.2	2	-2.2	-1.7

High-throughput results as filed in PubChem BioAssay.

Hits appear at their usual frequency. About 6.8% of those tested had a hit in this group.
